# procasp7 counter = activates human procaspase-7, counter-screen for procaspase-3 activators; recombinant procaspase-7, Ac-DEVD-pNA absorbance 405 nm; D23A/D198A/D206A triple mutant, cannot self-cleave; scale: DMSO 0, 5 µM enzyme 100; activation, % at 8.5 µM; actives 0.093% (n = 330,000); AID 463210;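 active = percent activation above the screen-wide mean plus 3 SD, cut at about 25% in these data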
# Target sequence (P55210 whole entry D23A/D198A/D206A): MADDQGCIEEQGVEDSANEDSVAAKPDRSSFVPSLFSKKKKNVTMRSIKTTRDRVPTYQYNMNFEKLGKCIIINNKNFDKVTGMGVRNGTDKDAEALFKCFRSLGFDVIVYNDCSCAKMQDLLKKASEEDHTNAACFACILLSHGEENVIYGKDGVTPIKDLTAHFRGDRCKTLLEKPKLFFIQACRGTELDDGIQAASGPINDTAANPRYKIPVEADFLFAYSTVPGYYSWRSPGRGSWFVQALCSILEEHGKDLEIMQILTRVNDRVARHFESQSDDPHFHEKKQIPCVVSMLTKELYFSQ
#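 Replicates: singlicate. Assay system: Procaspase-7 triple mutant (PC-7 D3A). Signal: 405 nm absorbance of p-nitroaniline. Times: 1 h preincubation, 2 h reaction. Buffer or medium: Zinc-free HEPES pH 7.4 with 300 mM NaCl, 0.01% Triton X-100. Also added: DEVD-pNA substrate. Benchmarks: DMSO wells as 0%, DMSO with 5 µM added PC-7 as 100%.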
# AHR activator = human AHR activation; activation, % at 5 µM; P35869; AHR-responsive luciferase reporter cells, luminescence; AID 2796; actives 2.5% (n = 320,000); in the data active = activation above about 47%;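 also: 0% = vehicle wells and 100% = reference agonist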
# AGP1 TOR yeast = yeast TOR pathway AGP1-GFP modulation; S. cerevisiae AGP1-GFP multiplex flow cytometry, 3 h; GFP as percent of DMSO wells; GFP response vs DMSO, % at 10 µM; actives 0.02% (n = 320,000); AID 2066;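 active = GFP response relative to DMSO above a set limit, near screen average plus 3 SD, cut at about 150% in these data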;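 also: median GFP channel fluorescence of the gated AGP1 strain per well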
# procasp3 activ = activates human procaspase-3 | activation, % at 8.5 µM | AID 463141 | actives 0.11% (n = 330,000) | recombinant procaspase-3 D3A, Ac-DEVD-pNA absorbance 405 nm;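 active = activation above the mean of all tested compounds plus 3 SD, cut at about 21% in these data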;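 also: 0% = DMSO alone and 100% = DMSO wells spiked with extra 5 µM PC-3 D3A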
# Target sequence (P42574 whole entry D9A/D28A/D175A): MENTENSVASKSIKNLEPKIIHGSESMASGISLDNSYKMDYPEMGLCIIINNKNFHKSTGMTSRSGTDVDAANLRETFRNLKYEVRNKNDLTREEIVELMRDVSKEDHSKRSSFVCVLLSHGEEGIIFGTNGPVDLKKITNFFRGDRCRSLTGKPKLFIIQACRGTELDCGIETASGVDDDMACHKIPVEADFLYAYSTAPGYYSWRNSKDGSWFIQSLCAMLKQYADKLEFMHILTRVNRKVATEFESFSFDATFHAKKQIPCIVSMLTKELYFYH
#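 Assay system – Procaspase-3 D3A mutant, all three cleavage aspartates alanine · Controls – DMSO-only low control, 5 µM PC-3 D3A high control · Schedule – 1 h compound preincubation, 2 h substrate hydrolysis at 25 °C · Signal – 405 nm absorbance of p-nitroaniline, reads at 0 and 120 min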
# MEP2-GFP yeast = yeast TOR pathway MEP2-GFP modulation; S. cerevisiae MEP2-GFP strain, flow cytometry GFP, 3 h; 100% = DMSO control level; GFP response vs DMSO, % at 10 µM; actives 0.51% (n = 330,000); AID 2016;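 active = GFP response versus DMSO above a set limit, roughly screen mean plus 3 SD, cut at about 180% in these data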;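 also: median GFP fluorescence of the barcode-gated MEP2-GFP cells per well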
# RPL19A TOR yeast = modulators of TOR pathway RPL19A-GFP in S. cerevisiae; S. cerevisiae RPL19A-GFP strain, flow cytometry, 3 h; stronger effect = lower value; percent response vs DMSO, % at 10 µM; actives 0.3% (n = 330,000); AID 2025;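 active = percent response vs DMSO below 50%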;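 also: median channel GFP fluorescence of the barcoded RPL19A-GFP strain; ratio of sample median GFP to plate DMSO average so 100% = DMSO; lower means less RPL19A-GFP as with rapamycin TOR inhibition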
# CIT2-GFP yeast = alters CIT2-GFP fluorescence in TOR pathway yeast screen | S. cerevisiae CIT2-GFP strain, flow cytometry, 3 h; 100 means same as DMSO wells | GFP response vs DMSO, % at 10 µM | actives 0.065% (n = 320,000);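 active = GFP response relative to DMSO above a set limit, near the screen mean plus 3 SD, cut at about 150% in these data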;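 also: ratio of well median GFP fluorescence to mean of DMSO wells on the plate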
# LAP4-GFP MLPCN = modulators of TOR pathway LAP4-GFP in S. cerevisiae. GFP response vs DMSO, % at 10 µM. S. cerevisiae LAP4-GFP multiplex, flow cytometry GFP, 3 h; median GFP as percent of DMSO wells. actives 0.34% (n = 320,000);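 active = GFP response vs DMSO above a set limit, about the screen mean plus 3 SD, cut at about 150% in these data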
# Starred values were filed as active, the others as inactive; / = no result given.
SMILES,AGP1 TOR yeast,RPL19A TOR yeast,AHR activator,MEP2-GFP yeast,LAP4-GFP MLPCN,procasp3 activ,CIT2-GFP yeast,procasp7 counter
Cn1c(N)c(C(=O)COc2ccc(Cl)cc2Cl)c(=O)n(C)c1=O,100,97,8,110,101,-2,100,5
CC(C)CN1C(=O)NC2(CCCc3ccccc32)C1=O (configuration not stated),103,105,-6,102,97,-3,103,7
Cc1[nH]n(-c2ccccc2)c(=O)c1/C=N/Nc1nncc(-c2ccccc2)n1,88,89,53*,113,271*,0,89,-7
O=C(Nc1ccc(S(=O)(=O)NC2=NCCCCC2)cc1)c1ccc(Cl)cc1Cl,109,99,-1,101,106,1,103,3
COc1ccc(OCCCNCCc2ccccc2)cc1,100,100,-1,96,92,-4,111,11
Cc1ccc(-c2cc(C(F)F)nc(NCc3cccs3)n2)cc1,98,97,5,103,92,0,105,-2
CCN(C(=O)Cc1ccc(NC2=NC3CS(=O)(=O)CC3S2)cc1)c1ccccc1 (configuration not stated),103,101,3,106,100,-2,99,11
Oc1ccc(Nc2ncnc3scc(-c4ccccc4)c23)cc1,92,93,0,97,98,-6,91,-6
COc1cccc(Oc2nc(-c3ccncc3)nc3ccccc23)c1,80,99,35,95,114,-6,82,0
Fc1ccc(CSc2nsc(SCc3ccc(F)cc3)n2)cc1,96,103,0,104,100,-2,103,-3
Cc1cc2c(c(=O)n1Cc1ccccn1)C(c1ccc3c(c1)OCO3)C(C#N)=C(N)O2 (configuration not stated),92,93,0,98,99,3,93,0
N#Cc1c(-c2ccccc2)nc(SCC(=O)N(c2ccccc2)c2ccccc2)[nH]c1=O,95,98,4,97,105,-12,80,3
CCCOc1ccc(Cc2c(Cl)nc(SC)nc2N(C)C)cc1,91,96,2,100,89,-1,98,-6
O=C(OCc1ccc(Cl)cc1Cl)c1ccncc1,92,98,-2,102,92,1,105,9
CCOc1ccc(C(C)=O)cc1COc1ccc(-c2nnco2)cc1,101,100,-3,94,109,-2,101,5
CCOC(=O)CCSc1nc(C)c2cc(C)c(C)cc2n1,91,90,1,101,97,-8,94,2
COc1cccc(Oc2cn[nH]c2-c2ccc(O)cc2O)c1,106,100,36,101,94,0,108,9
CCNS(=O)(=O)c1cc(OC)c(Cl)cc1OC,105,101,-1,103,107,8,99,-11
Cc1[nH]nc2c1C(c1cccc(O)c1)C1=C(CC(C)(C)CC1=O)N2 (configuration not stated),91,90,-1,105,102,-2,98,9
O=C(COC(=O)c1ccco1)NCc1ccc(Cl)cc1Cl,100,94,0,98,101,14,94,18
Cc1ccc(C(=O)CCC(=O)OCC(=O)N(C)c2c(N)n(Cc3ccccc3)c(=O)[nH]c2=O)cc1,109,97,6,102,103,5,95,7
Cc1nc(-c2ccccc2)sc1-c1nc(-c2cccnc2)ncc1S(=O)(=O)c1ccccc1,92,100,3,96,97,-7,90,-4
CCOC(=O)c1ccc(NC(=O)c2nc[nH]c2C(=O)N[C@@H](C)C(=O)OC(C)(C)C)cc1,83,99,2,97,133,1,87,5
Cc1cccc(C(=O)O/N=C(\N)c2cccc([N+](=O)[O-])c2)c1,91,97,6,99,113,-2,98,-5
Cc1cc(N2C(=O)C(O)=C(C(=O)c3cc4ccccc4o3)C2c2ccc(Br)cc2)no1 (configuration not stated),99,97,9,98,96,-15,99,-24
CCn1c(SCC(=O)Nc2cccc(C)n2)nnc1-c1ccco1,89,92,1,88,/,-11,85,4
CCCN(CCC)S(=O)(=O)c1ccc2c(c1)CCCN2C(C)=O,100,99,0,105,100,-3,103,3
O=C(O)CNC(=O)C12CC3CC(CC(Cl)(C3)C1)C2,99,96,1,107,100,5,99,-4
COCCNC(=O)c1ccc2c(Cl)c3c(nc2c1)CCC3,105,113,11,108,101,-3,96,9
O=C(CSc1ccc(-c2ccccc2)nn1)NCC1CCCO1 (configuration not stated),97,87,6,95,101,2,90,8
CCOC(=O)c1c(C)[nH]c(C)c1S(=O)(=O)NCCc1sccc1C,99,98,10,96,95,7,106,-12
O=C(O)/C=C\C(=O)Nc1ccccc1C(=O)N1CCN(c2ccc(Cl)cc2)CC1,107,100,6,96,101,0,106,2
O=C(NCc1ccc2c(c1)OCO2)c1cc([N+](=O)[O-])ccc1N1CCOCC1,99,95,-1,103,102,-2,90,1
O=C(Nc1cccc(F)c1)C1CCCN(S(=O)(=O)c2cccc3cccnc23)C1 (configuration not stated),114,109,4,114,99,11,110,1
CC(C)CNc1nc(Oc2ccc(=O)n(C)n2)nc(N2CCOCC2)n1,97,95,-1,116,104,4,100,2
COc1ccc(Cl)cc1NC(=O)CN(C)C(=O)CCCc1c[nH]c2ccccc12,96,100,52*,103,99,5,99,5
O=C(COC(=O)c1ccc(Br)o1)NCc1ccc2c(c1)OCO2,97,98,-1,111,98,13,104,0
CCOCC(=O)OCC(=O)Nc1cc(OC)c([N+](=O)[O-])cc1C,94,91,12,105,95,-2,90,1
CC1CCN(C(=S)c2ccc3c(c2)OCO3)CC1,99,102,-1,104,97,5,99,2
NS(=O)(=O)c1ccc(NNC(=O)c2cccs2)cc1,111,99,1,95,109,-11,112,-11
COc1cc(C(=O)N/N=C(\C)Cn2nc([N+](=O)[O-])cc2C)ccc1O,95,101,5,108,88,3,105,-4
CCOc1ccc(-c2cn[nH]c2N)cc1,96,98,16,99,98,2,94,3
CCCn1cnc2c(=O)oc3ccccc3c21,97,96,6,98,91,3,99,-3
CCCn1cnc2cc(NCc3ccccn3)ccc21,93,97,31,91,97,1,95,1
COc1ccccc1NC(=S)NCC1CCCO1 (configuration not stated),103,106,-1,106,93,-2,100,-3
COc1ccc(NC(=O)c2noc3c2CCCCC3)cc1,95,96,18,90,87,-1,70,1
CC(C)(C)c1ccc(C(=O)Nc2ccc(Cl)cc2)cc1,107,103,-9,103,96,4,108,5
COc1ccc(S(=O)(=O)N2CCCCC2)cc1NS(=O)(=O)c1ccccc1F,102,100,2,100,93,3,99,3
Cc1ccc(N=Cc2c(C)[nH]n(-c3nc4ccccc4[nH]3)c2=O)cc1,95,96,6,107,101,-5,100,-9
COCCNCC(=O)Nc1ccc(OC(F)(F)F)cc1,105,97,3,96,109,-1,93,0
O=C(c1cc2ccccc2oc1=O)N(c1ccc(Cl)cc1)C1C=CS(=O)(=O)C1 (configuration not stated),110,105,4,97,104,5,105,-2
CC1(C)CC(NC(=S)NCc2ccc3c(c2)OCO3)CC(C)(C)N1,126,107,1,107,99,3,106,-4
CCc1ccc(CCC(=O)Nc2nc(CC(C)=O)ns2)o1,104,104,-2,99,95,-9,105,2
CC(=O)c1sc(N/N=C/c2cccc([N+](=O)[O-])c2)nc1C,98,98,4,99,103,3,95,1
COC1=C(Nc2ccccc2)C(=O)c2ccccc2C1=O,91,104,21,105,108,0,107,-7
CCc1nnc(NC(=O)CSc2nnc(CNC(=O)c3cc(OC)c(OC)c(OC)c3)o2)s1,90,95,1,101,89,-3,91,-14
CCOC(=O)C1CN(S(=O)(=O)c2ccc(OC)cc2)c2cc(CC(=O)OC)ccc2O1 (configuration not stated),/,90,4,95,91,-12,89,-2
NNC(=O)COc1ncn(-c2ccccc2)n1,100,99,16,99,93,1,102,-6
CCNC(=O)c1c(N)sc2c1CCCCC2,105,101,1,103,89,-4,95,-10
COC(=O)c1ccc(CSc2cc(C)c3ccccc3n2)o1,94,92,1,92,103,3,91,0

# Later entries.
SMILES,AGP1 TOR yeast,RPL19A TOR yeast,AHR activator,MEP2-GFP yeast,LAP4-GFP MLPCN,procasp3 activ,CIT2-GFP yeast,procasp7 counter
COc1cc(NC(=O)COC(=O)c2nc3nc(C)cc(C)n3n2)cc(OC)c1,104,99,5,99,103,6,92,14
O=C(Nc1cccnc1)c1noc2c1CCCC2,/,101,2,104,102,9,97,6
O=C(CSc1nnc(CNc2cccc(C(F)(F)F)c2)n1Cc1ccco1)NCc1ccco1,105,100,1,106,98,5,100,-12
Cc1cccc(OCC(O)CNC(=O)c2ccccc2C(=O)O)c1 (configuration not stated),93,93,-12,96,/,14,94,-8
Cc1nc(-c2cn[nH]c2)c2cc(C)oc2n1,98,98,13,98,88,-7,98,-1
NC(=O)Nn1c(CCC(=O)O)ccc1-c1ccc(Cl)cc1,100,98,0,95,96,0,104,-3
O=C(CN1CCN(S(=O)(=O)c2ccc(Br)cc2)CC1)N/N=C/c1cc([N+](=O)[O-])ccc1Cl,107,111,6,97,96,1,109,1
CSc1n[nH]c(NC(=O)c2c(-c3c(Cl)cccc3Cl)noc2C)n1,94,97,0,96,96,-6,89,0
O=C(CCCCCCCCCCC(=O)NCc1cccnc1)NCc1cccnc1,110,102,2,105,112,5,102,7
Cc1cnc(C(=O)OCC(=O)c2ccc(Br)s2)cn1,91,93,3,94,102,4,95,8
COC(=O)CCc1c(C)c(C(=O)c2cccc(OC)c2OC)c2ccccn12,105,108,1,109,102,1,105,1
O=C(O)/C=C/c1cn(-c2ccccc2)nc1-c1ccccc1,99,113,9,113,108,-10,113,2

# One compound at a time, from the list above. Screens in order: AGP1 TOR yeast	RPL19A TOR yeast	AHR activator	MEP2-GFP yeast	LAP4-GFP MLPCN	procasp3 activ	CIT2-GFP yeast	procasp7 counter
# NC(=O)Nn1c(CCC(=O)O)ccc1-c1ccc(Cl)cc1 is listed with 100	98	0	95	96	0	104	-3
# CSc1n[nH]c(NC(=O)c2c(-c3c(Cl)cccc3Cl)noc2C)n1 is listed with 94	97	0	96	96	-6	89	0

# More entries
SMILES,AGP1 TOR yeast,RPL19A TOR yeast,AHR activator,MEP2-GFP yeast,LAP4-GFP MLPCN,procasp3 activ,CIT2-GFP yeast,procasp7 counter
Cc1ccc2c(c1)nnn2C1CCN(S(=O)(=O)c2ccc(C(=O)NC3CCCC3)cc2)CC1,104,100,-1,101,87,4,/,-1
O=C1c2ccccc2S(=O)(=O)c2cc(N3CCC4(CC3)OCCO4)ccc21,98,100,20,106,107,-2,87,-21
Cc1ccc(CSc2nnc(CNc3ccc(F)cc3)o2)cc1,95,92,-1,97,100,-3,92,10
CCC(=O)N1CCc2cc(Br)cc(S(=O)(=O)N3CCCC(C(=O)O)C3)c21 (configuration not stated),107,105,-1,102,97,-2,110,-11
Cc1cccc(N2CCN(S(=O)(=O)c3ccc4c(c3)CCN4C(=O)CCC(=O)O)CC2C)c1 (configuration not stated),104,106,-1,94,86,-5,115,-6
COc1ccc(CNC(=O)CN2C(=O)NC3(CCCCCCC3)C2=O)cc1,103,101,2,101,92,7,106,-2
COc1ccc(CN2CCN(Cc3cccc(OC)c3)C(CCO)C2)cc1 (configuration not stated),101,99,2,102,97,3,/,-1
O=C(COC(=O)c1ccccc1F)Nc1ccc(S(=O)(=O)N2CCOCC2)cc1,101,101,2,103,94,5,109,3
COC(=O)c1ccc(CSc2nc3ccccc3o2)cc1,98,96,1,97,103,-201,96,6
COc1ccc(C)cc1Nc1n[n+](-c2ccccc2)c(-c2cccc(Cl)c2Cl)s1,109,99,19,105,102,-13,112,-26
CC(C)Cc1ccc(CN2CCCC(NC(=O)c3ccoc3)C2)cc1 (configuration not stated),82,91,1,106,74,3,/,0
O=C(CCc1ccc(S(=O)(=O)NC2CCCCC2)cc1)Nc1ccccc1,103,98,4,105,99,2,98,0

# Assay outcomes: PubChem BioAssay, several laboratories
